CCT modulator: High-Throughput Screening for Modulators of Cytosolic Chaperonin Activity. purified chaperonin ATPase assay, HTRF ADP detection, 30 min. activity change, % (no concentration beside the values), hits read low. actives 0.3% (n = 360,000). AID 651819, 2012; in the data active means activity change below about -30%; further: on the % scale 0 is the no-effect control and ±100 the full control effect
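ATPase activity: ADP formed was measured by HTRF Transcreener (665/615 nm ratio) after 30 min at 37 deg C with 10 uM ATP. Compounds screened at one 76 uM concentration against 40 or 20 nM TRiC in Tris pH 7.4/KCl/MgCl2/DTT buffer.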
HepG2 tox: qHTS for Inhibitors of TGF-b: Cytotox Counterscreen | AID 588856, 2011 | HepG2 CAGA-GFP viability, ATP luminescence, 18 h | actives 0.76% (n = 410,000) | Potency, µM (series often up to 46.1 µM), without a hit: top-dose activity change, negative = cytotoxicity, most hits filed as cytotoxic; further: potency means the concentration at half of the fitted maximal effect; some results filed as inactive show a strong effect at the top dose
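HepG2 CAGA-GFP cells (1000/well, DMEM with 1% FBS) received compound, then TGF-beta at 500 pg/mL final, and were incubated 18 hours at 37 degrees C. Viability was read by CellTiter-Glo luminescence. Media-only wells were set as complete cell-killing and DMSO as no toxicity.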
Akt phos inh: HTS Assay for Inhibitors of Akt Phophorylation: Primary Screen | Neuro2A IGF-stimulated pAkt S473 HTRF, 20 min; stronger effect = lower value | activity change, % for hits at 50 µM | actives 0.32% (n = 360,000); in the data active means activity change below about -80%; inconclusive means mostly about -51% to -80%; further: on the % scale 0 is the no-effect control and ±100 the full control effect
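Single-point screen (50 µM final compound) in Neuro2A cells stimulated 20 min with 6 nM IGF at 37 deg C. After lysis, Ser473-phosphorylated Akt read by HTRF (ex 330 nm, em 615/665 nm) as the 665/615 ratio.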
S2 tox: Viability Counterscreen for Primary qHTS for Inhibitors of ATXN expression. actives 0.49% (n = 400,000). S2 cells (HEK-293 line with an ATXN2-luciferase reporter) viability, CellTiter-Fluor protease fluorescence, 24 h. Potency, µM (highest dose often 56.7 µM), most hits filed as cytotoxic; further: potency means the concentration at half of the fitted maximal effect; nearly all actives have a fitted effect of over 40% in size
Nrf2 ARE act: qHTS of Nrf2 Activators | AREc32 ARE-luciferase reporter (MCF7-derived line), luminescence, 24 h | Potency, µM (doses to about 46.1 µM), for inactives: at the top dose activation, most hits filed as activators | actives 0.31% (n = 410,000) | AID 624171, 2012; further: potency means the concentration at half of the fitted maximal effect; % of control where 0% means no effect; nearly all actives have a fitted effect of over 65% in size
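Luminescent ARE reporter assay in AREc32_Fluc cells: overnight plating at 37 deg C, 24 hr compound incubation, Steady-Glo added, 30 min RT before reading.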
A549 viability: Nrf2 qHTS screen for inhibitors: counterscreen for cytotoxicity; A549 ARE-Fluc cells, CellTiter-Fluor viability, 18-24 h; Potency, µM (top dose mostly 46 µM), for the others: at the highest dose activity change, negative = cytotoxicity, usual class: inhibitors; actives 0.16% (n = 390,000); AID 504648, 2011; further: potency means the concentration at half of the fitted maximal effect; on the % scale 0 is the no-effect control and ±100 the full control effect
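A549 ARE-Fluc cells in 5% FBS OPTI-MEM, 5000 cells/well, rested 2 h then exposed to compounds in concentration-response for 18-24 h at 37 °C. Viability by CellTiter-Fluor fluorescence (Ex 405/Em 525) after 30 min; luciferase luminescence (BugLite, 15 min, RT) read afterwards.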
Nrf2 block: Nrf2 qHTS screen for inhibitors. actives 2.1% (n = 360,000). A549 ARE-Fluc reporter, luciferase luminescence, 18-24 h. AID 504444, 2011. Potency, µM (titrated, usually from 46 µM), without a hit: at the highest dose activity change, negative = inhibition, hits mostly inhibitors; further: potency means the concentration at half of the fitted maximal effect; on the % scale 0 is the no-effect control and ±100 the full control effect; nearly all actives have a fitted effect of over 60% in size
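In this cell-based qHTS, ARE-driven firefly luciferase in A549 cells reports Nrf2 activity; the luminescent signal after BugLite lysis is the measured value, with a prior CellTiter-Fluor read for cell health.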
TGFb SMAD3 inh: qHTS for Inhibitors of TGF-b; HepG2 CAGA-GFP TGF-b/SMAD3 reporter, GFP fluorescence, 18 h; TGF-beta stimulated, 500 pg/mL final; Potency, µM (doses to about 46.1 µM), for the others: top-dose activity, negative = inhibition, usual class: inhibitors; actives 1.2% (n = 410,000); AID 588855, 2011; further: potency means the concentration at half of the fitted maximal effect; on the % scale 0 is the no-effect control and ±100 the full control effect; nearly all actives have a fitted effect of over 65% in size
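Read-out: total well GFP (ex488/em500-530) summed from mean per-cell fluorescence. Cells: HEPG2 CAGA-GFP, 1% FBS DMEM, 18 h at 37 degrees C with 500 pg/mL final TGF-beta. Unstimulated wells served as the full-inhibition control; stimulated DMSO wells = 0%.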
Mm-Cpn inhibitor: Inhibitors of TCP-1 ring complex (TRiC) of Methanococcus maripaludis (MmCpn): qHTS. Chaperonin Mm-Cpn (Methanococcus maripaludis). purified Mm-Cpn ATPase, ADP Transcreener TR-FRET. Potency, µM (series often up to 76.9 µM), without a hit: at the top dose activity, negative = inhibition, usual class: inhibitors. actives 0.031% (n = 330,000). AID 504842, 2011; further: potency means the concentration at half of the fitted maximal effect; on the % scale 0 is the no-effect control and ±100 the full control effect; nearly all actives have a fitted effect of over 80% in size
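TR-FRET (320 nm excitation; 590 and 665 nm emission) reports ADP made from 10 uM ATP by 25 nM enzyme; compounds were preincubated 10 min, reaction run 30 min, both at 37°C.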
The depositor's hits bear a star; i = inactive; ? = inconclusive; . = no result given; & = joins results of further samples; [ ] = dose if it differs, or a comment. Unless noted, the call rests on the fitted dose curve; in most records, active means well fitted curve in the direction sought with a large enough effect; inconclusive means small, poorly fitted or top-dose-only effect, or another doubt; inactive means no such curve, though single readings can be large; an effect the other way counts as inactive or inconclusive.

compound,CCT modulator,HepG2 tox,Akt phos inh,S2 tox,Nrf2 ARE act,A549 viability,Nrf2 block,TGFb SMAD3 inh,Mm-Cpn inhibitor
COc1ccc(OCc2cc(C(=O)NCCN3CCCC(O)C3)no2)c(Cl)c1 (centres undefined),-0.3,-1.2%,i,i,-0.4%,6.5%,4.2%,0.7%,-2.7%
CCc1cc(C(=O)NNC(=S)NCc2ccccc2)cs1,-0.2,-17.7%,i,i,0.3%,-7.1%,?,-1.3%,-2.6%
CSc1nc2ccc(NC(=O)c3c(-c4ccccc4)noc3C)cc2s1,1.7,-6.5%,i,i,-0.7%,8.3%,21.7%,-20.7%,-12.0%
COc1ccc(S(=O)(=O)NCC(c2ccc(F)cc2)N2CCOCC2)cc1Br (centres undefined),1.9,-41.5%,i,i,4.3%,11.1%,?,2.3%,0.9%
CCc1nn(C(C)C(=O)NCc2ccc(Cl)cc2)c(=O)c2cc3occc3n12 (centres undefined),0.9,-15.6%,i,?,-0.7%,1.1%,-12.9%,-24.4%,-1.2%
COc1ccc(NC(=O)CSc2nc3ccsc3c(=O)n2CCCCCC(=O)O)cc1,2.0,-1.1%,i,?,2.7%,-6.2%,-5.9%,-4.0%,-6.5%
CC1(C(=O)NS(=O)(=O)c2ccc(F)cc2F)CCN1C(=O)Cc1ccccc1 (centres undefined),-0.9,-0.1%,i,i,-0.5%,.,.,0.2%,.
Cc1ccc(NC(=O)NNC(=O)Cn2nc(-c3ccccc3)c(-c3ccccc3)c(C#N)c2=O)cc1,2.6,1.8%,.,i,1.5%,?,18.1%,?,-3.0%
Cc1cc(F)ccc1S(=O)(=O)N(CC(=O)N1CCOCC1)CC(=O)N1CCOCC1,-2.1,4.5%,i,?,0.7%,7.3%,-3.9%,-3.3%,-0.4%
CC(C)CNC(=O)c1cccc(NC(=O)C(C)C)c1,-2.1,-0.1%,i,i,-0.7%[9.22 µM],6.6%,-11.7%,6.9%,2.0%
CCOc1ccc(CCN2C(=O)C3C4CCC(O4)C3C2=O)cc1OCC (centres undefined),-2.9,3.9%,i,?,0.1%,-1.2%,-10.2%,-0.9%,0.6%
O=C(COC(=O)[C@H](Cc1ccccc1)NS(=O)(=O)c1ccccc1F)NC1CCCCC1,1.3,-6.3%,i,i,-0.1%,-16.4%,9.0%,-10.0%,-5.5%
Clc1ccc(-c2nn3c(C4COc5ccccc5O4)nnc3s2)cc1 (centres undefined),0.3,-48.4%,i,i,5.1%,1.9%,0.2%,-8.6%,1.3%
COc1ccc2c(c1OC)C(=O)OC2CC(=O)c1ccc(N(C)C)cc1 (centres undefined),-0.3,3.5%,.,?,-0.3%,?,?,-8.3%,-1.6%
CCCOc1ccc(C2C(=O)N(C3CCCCC3)CC(=O)N2CCc2ccccc2)cc1OC (centres undefined),.,3.3%,.,i,0.1%,4.8%,.,2.3%,.
Cc1cc(N2CCOCC2)nc(N2CCOCC2)c1C#N,-0.9,0.0%,i,i,3.5%,.,.,9.6%,.
CCN1C(=O)C(CC(=O)Nc2ccc(OC)cc2)N(Cc2ccco2)C1=S (centres undefined),0.2,-2.0%,i,i,2.9%,-1.3%,-16.4%,-3.0%,1.2%
CCC(C)c1nc2ccsc2c(N2CCOC2=O)c1-c1ccccc1 (centres undefined),0.5,-24.5%,i,i,-0.7%,-1.8%,-4.8%,-12.3%,.
Cc1nnc(SCC(=O)Nc2ccc(Br)cn2)[nH]c1=O,1.0,6.7%,i,i,4.3%,0.1%,6.9%,-3.2%,-2.4%
COc1ccc(CNC/C=C/c2ccccc2)cc1,-1.5,-7.5%,i,i,4.6%,1.7%,?,10.2%,0.5%
CCOc1ccc(OCCC(=O)OCC(=O)N2CCN(S(=O)(=O)c3ccc(C)cc3)CC2)cc1,0.6,-25.9%,i,?,?,-1.2%,-0.7%,-1.6%,-0.2%
Clc1cc(CSc2ccccc2)nc(-c2ccccc2)n1,-0.5,1.9%,i,?,0.7%,-5.2%,-4.5%,-26.5%,1.4%
CC(C)c1ccc(NC(=O)C2Cc3c(-c4ccccc4Oc4ccccc4)ccnc3O2)cc1 (centres undefined),1.1,-37.4%,i,i,-0.5%[9.22 µM],.,.,-26.3%,.
Cc1ccc(S(=O)(=O)NCCNS(=O)(=O)c2ccc(C)cc2)cc1,0.4,1.5%,i,i,0.1%,-8.2%,-10.2%,-2.1%,-3.0%
CC(=O)NC(C)c1cc(F)c2cccnc2c1O (centres undefined),.,-37.9%,.,?,8.6%,-1.8%,10.9%,?,-1.2%&-0.1%
COc1ccc(C2c3sc(=O)[nH]c3SCC2C(N)=O)cc1 (centres undefined),-2.1,-46.8%,i,i,-0.6%,1.9%,-12.9%,1.3%,-0.7%
COc1ccc(C)c2sc(N(Cc3cccnc3)C(=O)C3CCCCC3)nc12,.,-23.0%,.,.,2.6%,-7.7%,.,-9.1%,.
COc1ccc(S(=O)(=O)N2CCN(CC(=O)c3c(N)n(C)c(=O)n(C)c3=O)CC2)cc1OC,-0.6,0.9%,i,i,-0.7%,.,.,19.3%,.
Cc1cccc(NS(=O)(=O)c2ccc3c(c2)CCN3C(=O)CCC(=O)O)c1,-0.3,5.3%,i,i,-0.4%,4.9%,1.3%,0.0%,-29.1%
Cc1ccc(N2C(=O)C3C4C=CC(CNC(=S)N5CCN(c6ccccn6)CC5)(O4)C3C2=O)cc1 (centres undefined),-1.0,-34.5%,i,i,3.9%,-0.1%,7.1%,?,0.7%

Continued, overlapping the part above by four compounds.
compound,CCT modulator,HepG2 tox,Akt phos inh,S2 tox,Nrf2 ARE act,A549 viability,Nrf2 block,TGFb SMAD3 inh,Mm-Cpn inhibitor
COc1ccc(C)c2sc(N(Cc3cccnc3)C(=O)C3CCCCC3)nc12,.,-23.0%,.,.,2.6%,-7.7%,.,-9.1%,.
COc1ccc(S(=O)(=O)N2CCN(CC(=O)c3c(N)n(C)c(=O)n(C)c3=O)CC2)cc1OC,-0.6,0.9%,i,i,-0.7%,.,.,19.3%,.
Cc1cccc(NS(=O)(=O)c2ccc3c(c2)CCN3C(=O)CCC(=O)O)c1,-0.3,5.3%,i,i,-0.4%,4.9%,1.3%,0.0%,-29.1%
Cc1ccc(N2C(=O)C3C4C=CC(CNC(=S)N5CCN(c6ccccn6)CC5)(O4)C3C2=O)cc1 (centres undefined),-1.0,-34.5%,i,i,3.9%,-0.1%,7.1%,?,0.7%
Cc1ccc(-n2ncc3c(NC4CCCC4)ncnc32)cc1,.,-16.6%,.,i,-2.6%,6.3%,.,0.3%,.
CC(NC(=O)c1cc(-c2ccc(Cl)cc2)on1)c1ccccc1 (centres undefined),.,0.1%,.,i,-0.3%,-18.5%,?,-0.1%,.
Cc1ccc(C(=O)NNC(=S)Nc2cccc3ccccc23)s1,2.2,-3.4%,i,i,11.4%,-0.8%,?,?,0.1%
COC(CNS(=O)(=O)c1ccc(Cl)cc1)c1ccccc1 (centres undefined),-0.5,-0.9%,i,i,-0.6%,7.9%,-19.7%,2.1%,-1.8%
CN(C)C(=O)CSc1nnc(-c2cccs2)n1-c1ccccc1,-0.7,0.6%,i,i,0.2%,-6.0%,0.1%,3.5%,2.4%
Cc1ccc(NC(=O)C2CC(=O)N(c3ccc4c(c3)OCCO4)C2)cc1S(=O)(=O)N(C)C (centres undefined),1.1,1.9%,i,i,-0.6%,-13.5%,?,?,-9.9%
COc1nc(OC)nc(N(C)CCO)n1,0.0,17.5%,-113.3%*,i,0.0%,3.6%,.,-2.2%,-0.9%
CCOc1ccc(NC(=O)c2nn(C)c(C(=O)Nc3ccc(OCC)cc3)c2[N+](=O)[O-])cc1,0.4,-3.0%,i,i,0.3%,-1.8%,-4.6%,8.1%,0.3%
Cc1nonc1-c1csc(N)n1,-2.4,-12.6%,i,i,2.4%,2.9%,8.6%,-6.4%,-3.2%
O=C(CCOc1ccccc1)N(Cc1cccnc1)c1nc2c(F)cc(F)cc2s1,.,-34.5%,.,.,?,-0.4%,.,?,.
CC1CCN(c2ccc(NC(=O)c3ccc([N+](=O)[O-])o3)cc2)CC1,2.6,-85.3%,i,?,?,?,-10.0%,?,-2.0%
CCCCCCNC(=O)c1cc(S(=O)(=O)N2CCc3ccccc32)ccc1F,-1.2,-19.9%,i,i,-0.2%,1.4%,-6.4%,-1.3%,-0.5%
CCC(=O)Nc1cccc(NC(=S)NC(=O)c2ccccc2C)c1,-1.3,-9.9%,i,i,3.5%,20.2%,4.4%,?,-2.0%
CC1CCC/C=C/C(=O)c2c(O)cc(O)cc2CC(=O)O1 (centres undefined),-0.9,-68.0%,i,11.2µM*,-3.1%,13µM*,5.8µM*,7.08µM*,?
CC(=O)N1CCN(c2ccc(NC(=O)c3ccc4ccccc4c3)cc2)CC1,2.2,8.9%,i,i,3.0%,-0.3%,5.1%,3.8%,-1.0%
C/C(=N\NC(=O)c1cccc(Br)c1)c1ccccn1,0.0,-35.4%,i,?,?,?,2.31µM*,?,-1.2%
CCN1CCCC1CNC(=O)CN(C)S(=O)(=O)c1ccc(Cl)cc1 (centres undefined),1.0,-0.4%,i,i,0.3%,-17.4%,-4.8%,1.5%,-0.3%

Compound activity (PubChem BioAssay)
